SENP8 block-1 = inhibitors of human SENP8 protease. Q96LD8. recombinant SENP8, Nedd8 substrate fluorescence. inhibition, % at 20 µM. hit rate 0.64% among 360,000. AID 602440; in the data active means inhibition mostly above about 40%, no sharp cut-off; inactive means mostly below about 27%
SENP6 block = inhibitors of human SENP6 protease. Q9GZR1. inhibition, % at 10 µM. AID 2599. Recombinant SENP6 catalytic domain, aminoluciferin luminescence. hit rate 1.8% among 330,000;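 active means inhibition above about 50% at the single tested dose, limit read from the data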;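 further: plate controls were DMSO wells with enzyme for no effect and DMSO wells lacking enzyme for full effect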
PfGluPho inh = PfG6PD (Plasmodium falciparum) enzyme inhibition; AID 504690; inhibition, % at 20 µM; hit rate 0.78% among 350,000; PfGluPho enzyme, NADPH resazurin-diaphorase fluorescence;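 active means inhibition reaching at least a set limit at 20 µM in the primary screen, cut at about 59% in these data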;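 further: 0% = DMSO wells with substrate and 100% = DMSO wells lacking glucose-6-phosphate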
SENP7 block = inhibitors of human SENP7 protease; Q9BQF6; AID 434973; hit rate 1.5% among 330,000; inhibition, % at 5 µM; recombinant SENP7, Z-RLRGG-aminoluciferin luminescence, 40 min;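 active means inhibition above about 50% at the single test dose, limit read from the data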;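 further: plate controls were DMSO with enzyme for no effect and no enzyme buffer wells for full effect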
Apaf-1 inh = blocks human Apaf-1 apoptosome activity; AID 489030; inhibition, % at 20 µM; reconstituted apoptosome caspase-3 activity, DEVD-Rh110 fluorescence; hit rate 0.71% among 330,000; O14727; active means inhibition of at least 40% at 20 µM;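 further: plate controls were DMSO wells for no effect and DEVD-CHO caspase inhibitor wells for full effect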
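Material: reconstituted apoptosome with Apaf-1, cytochrome c, caspase-9, procaspase-3, dATP; medium: pH 7.5 Hepes buffer with CHAPS, BSA, DTT; also added: cytochrome c and DEVD-Rh110 substrate; timing: 30 min plus 50 min, RT; signal: Rh110 fluorescence intensity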
HKDC1 inh = blocks human hexokinase HKDC1 activity | Q2TB90 | recombinant HKDC1, G6PDH/diaphorase resazurin coupled fluorescence | inhibition, % at 20 µM | hit rate 0.16% among 340,000 | AID 493160;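 active means inhibition above about 35% when tested at 20 µM, limit read from the data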;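 further: plate controls were DMSO wells with enzyme for no effect and DMSO wells lacking enzyme for full effect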
Target sequence (Q2TB90 whole entry, looked up): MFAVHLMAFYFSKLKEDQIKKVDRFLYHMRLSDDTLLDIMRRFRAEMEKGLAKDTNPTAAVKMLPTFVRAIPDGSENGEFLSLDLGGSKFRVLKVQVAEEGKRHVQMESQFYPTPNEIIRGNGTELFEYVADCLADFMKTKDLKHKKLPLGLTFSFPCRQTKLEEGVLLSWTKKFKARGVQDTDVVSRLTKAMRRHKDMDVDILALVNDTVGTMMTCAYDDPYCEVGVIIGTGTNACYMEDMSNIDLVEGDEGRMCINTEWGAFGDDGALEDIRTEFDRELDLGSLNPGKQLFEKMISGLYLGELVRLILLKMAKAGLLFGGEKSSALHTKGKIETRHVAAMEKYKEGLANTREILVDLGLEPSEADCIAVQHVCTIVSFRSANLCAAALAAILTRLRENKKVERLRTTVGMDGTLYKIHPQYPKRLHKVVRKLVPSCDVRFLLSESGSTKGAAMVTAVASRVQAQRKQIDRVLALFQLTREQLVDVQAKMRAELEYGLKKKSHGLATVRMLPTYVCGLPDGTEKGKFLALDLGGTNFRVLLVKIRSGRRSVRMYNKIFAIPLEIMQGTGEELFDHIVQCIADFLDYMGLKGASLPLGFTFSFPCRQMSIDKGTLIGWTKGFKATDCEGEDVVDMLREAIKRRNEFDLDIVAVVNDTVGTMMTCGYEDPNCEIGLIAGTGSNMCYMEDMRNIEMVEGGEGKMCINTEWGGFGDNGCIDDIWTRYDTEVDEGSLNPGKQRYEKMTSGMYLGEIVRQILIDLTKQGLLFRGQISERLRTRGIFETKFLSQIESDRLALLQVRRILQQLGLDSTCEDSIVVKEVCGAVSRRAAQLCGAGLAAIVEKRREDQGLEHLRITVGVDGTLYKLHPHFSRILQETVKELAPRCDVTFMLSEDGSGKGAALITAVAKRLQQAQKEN
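Test system: recombinant HKDC1 (HK5) hexokinase enzyme, produced in-house / Doses: 20 µM test compound, 1% DMSO / Timing: 90 min, room temperature / Detection: G6PDH/diaphorase-coupled fluorescence, 1 mM NADP, 100 µM resazurin, 525/613 nm / Control set: DMSO wells with and without enzyme mix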
SENP1 inh = SENP1 (human) catalytic domain inhibition. Q9P0U3. recombinant SENP1 catalytic domain, CyPet-SUMO1-YPet FRET cleavage. inhibition, % at 10 µM. hit rate 0.21% among 360,000;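 active means inhibition at least 30% at 10 µM, raw YFP signal under a set limit, fluorescence ratio 0.5 to 1.5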;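 further: 0% = enzyme with DMSO and 100% = no enzyme wells; some results filed as inactive read as strong as hits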
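system = hSENP1 catalytic domain, recombinant | reagent = SFCypet-SUMO1-SFYpet substrate at 25 nM | doses = one dose per compound, 10 µM, 0.5% DMSO | incubation = enzyme reaction for 50 min at room temperature, dark | measured by = FRET, CFP and YFP emission | controls = no-enzyme low, enzyme-DMSO high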
SENP8 block-2 = inhibitors of human SENP8 protease; Q96LD8; purified SENP8, Z-RLRGG-aminoluciferin cleavage, luminescence; inhibition, % at 10 µM; hit rate 1.2% among 330,000; AID 2540; in the data active means inhibition above about 50%
The depositor's hits bear a star; · = not tested or not shown; & = joins results of further samples.

entry	SMILES	SENP8 block-1	SENP6 block	PfGluPho inh	SENP7 block	Apaf-1 inh	HKDC1 inh	SENP1 inh	SENP8 block-2
1	O=C(c1cccc(S(=O)(=O)N2CCCC2)c1)N1CCN(c2ccccc2)CC1	9	3	-5	-3	-16	-9	-1	1
2	Cc1c(C(=O)NCc2ccc3c(c2)OCO3)sc2nc(-c3ccc(F)cc3)cn12	2	-4	5	10	7	-4	2	-7
3	O=C(NNc1ccccc1[N+](=O)[O-])NC1CCCCC1	10	-7	0	-3	-8	-5	-12	1
4	CC(C)c1ccc(NS(=O)(=O)c2ccc3[nH]cc(C(=O)N4CCC(C(N)=O)CC4)c(=O)c3c2)cc1	-113	-6	-40	-6	8	-5	1	-6
5	COc1ccc2c(c1)C1NC(=S)N[C@@](C)(O2)C1C(=O)Nc1ccccc1 (stereo partly drawn)	20	-13	24	-1	0	-5	3	-4
6	COc1ccc(S(=O)(=O)NCC(c2cccnc2)N2CCN(c3ccccc3)CC2)cc1C (stereo not drawn)	15	-12	-11	-5	13	-2	-2	-4
7	Cc1ccnc(SCc2cn3c(C)cc(C)nc3n2)n1	-398	5	12	8	-3	-6	-2	-3
8	Cc1ccc(O)c(C(CC(=O)NCc2cccnc2)c2ccccc2)c1 (stereo not drawn)	4	1	-2	4	1	-9	2	0
9	CCCn1c(C)cs/c1=N\C(=S)Nc1ccccc1	17	-16	-19	0	-6	-6	-2	-6
10	COc1ccccc1CNC(=O)COC(=O)c1cc(C)nc2ccccc12	-18	-17	14	0	17	-3	1	-10
11	O=C(Cc1ccccc1)NCC(=O)OCC(=O)c1ccc(F)cc1	5	0	-1	-1	9	-3	3	-10
12	COc1cc2c(c(OC)c1OC)C(=O)C(=Cc1ccccc1)O2	-65	·	16	·	·	-4	3	·
13	O=C1CCCc2ccccc2N1Cc1ccccc1Cl	11	-2	6	6	18	-9	-1	6
14	CN1/C(=C\C=C(C#N)C#N)C(C)(C)c2ccccc21	0	-9	-18	-2	2	-1	-31	5
15	O=C(CSc1ccsc1[N+](=O)[O-])Nc1cccc(F)c1	-135	·	3	·	·	2	5	·
16	O=C(NCc1ccco1)C1CCCN(c2ncnc3c2nc2n3CCCCC2)C1 (stereo not drawn)	7	2	9	0	-2	-3	1	1
17	O=C(O)C1CCN(C(=O)OCc2ccccc2)CC1	26	-31	0	-4	-4	-2	3	-13
18	C/C(=C\C(=O)Nc1cc(C)on1)c1ccccc1	4	4	-19	10	0	16	2	-2
19	COc1ccc(CCNCC(C)c2ccccc2)cc1 (stereo not drawn)	18	-12	4	2	-3	-3	1	-7
20	CCCCn1c(SCC(=O)Nc2cccc(C)n2)nnc1-c1ccco1	6	-9	-1	-1	6	6	0	1
21	CC#CCOC(=O)c1c(C)nc2sc3c(c2c1N)CCC(O)C3 (stereo not drawn)	-222	-3	14	5	5	1	3	-9
22	Cc1oc(-c2ccc(Cl)cc2)cc1C(=O)NC1CCN(Cc2ccccc2)CC1	11	-21	8	-5	22	-1	0	-11
23	Cc1cc(C)c(S(=O)(=O)N2CCCC(C(=O)NC3CC3)C2)c(C)c1 (stereo not drawn)	5	-15	16	6	-5	4	-1	-9
24	CCC1(c2ccccc2)NC(=O)N(CC(=O)N2CCc3ccccc32)C1=O (stereo not drawn)	4	0	-9	4	6	1	-1	2
25	COc1ccc(-c2nnc(SCC(=O)NNC(=O)Cc3ccccc3)n2C)cc1OC	4	2	9	3	9	-17	2	-5
26	O=C1CCC(C(=O)N2CCCC(C(=O)c3ccc4ccccc4c3)C2)=NN1 (stereo not drawn)	-26	-4	-8	2	0	2	1	5
27	C[C@@H](CN1C(=O)C(=O)NC[C@@H]1C)NC(=O)CC12CC3CC(CC(C3)C1)C2	9	-22	4	9	-5	-8	0	-21
28	COC(=O)[C@@H]1C[C@H]1[C@@H](NC(=O)c1ccccc1)c1ccccc1	10	-16	-19	-11	-1	-1	1	-9
29	COc1ccc(/C=C(/NC(=O)c2cccs2)C(=O)N2CCOCC2)cc1OC	1	9	-4	2	-1	-12	-2	-8
30	COc1ccccc1-n1c(SCC(=O)NC2CCCCC2)nc2c(c1=O)SCC2	12	-14	10	16	5	2	0	-8
31	Cc1ccc(NC(=S)NCCO)c(C)c1	20	4	-25	6	-7	6	2	0
32	O=C(CCc1ccccc1)Oc1ccccc1[N+](=O)[O-]	·	-26	5	-12	-19	7	·	-16
33	COc1ccc(OCC(O)CN(CC(O)COc2ccc(OC)cc2)c2cccc(O)c2)cc1 (stereo not drawn)	16	-7	36	1	9	9	-1	1
34	O=C(Nc1ccccc1C(=O)N1CCOCC1)c1cc2ccccc2o1	10	-6	15	7	-16	-2	-1	11
35	COC(=O)c1cc(C)nc2c1C(=O)C(=O)C=C2N1CCOCC1	111*	90*	105*	93*	99*	68*	9	98*
36	CN1CCN(S(=O)(=O)c2ccc(NC(=O)c3ccc(F)cc3Cl)cc2)CC1	24	-6	-22	13	-3	-2	1	-10
37	CCOc1ccc(NC(=O)CSc2nnc(N)s2)c([N+](=O)[O-])c1	15	-3	-7	-9	11	-9	2	-9
38	COc1ccc(NC(=O)CN(C)C(=O)CCNC(=O)c2ccccc2OC)cc1	9	-11	-9	-9	6	-5	0	-10
39	CCCCNC(=S)N(C)/N=C/c1ccccc1F	5	-18	8	2	5	-4	1	-2
40	CCc1cccc(NC(=O)C2CCN(S(=O)(=O)c3cccs3)CC2)c1	14	-16	0	4	-1	14	0	-13
41	COc1cc2nc(CN3CCN(S(=O)(=O)c4c(F)cccc4F)CC3)[nH]c(=O)c2cc1OC	16	-2	13	-1	-15	-2	-1	8
42	CCOC(=O)c1cnc2c(Cl)cccc2c1NCCCN1CCOCC1	-59	9	2	-3	-10	-3	-1	6
43	O=C1c2ccccc2OCOc2ccccc21	-2	21	3	7	2	-4	3	4
44	Cc1noc(C)c1NC(=O)Nc1ccc2c(c1)C(=O)N([C@H](C)CO)C[C@H](C)[C@@H](CN(C)S(C)(=O)=O)O2	14	2	-6	-4	10	-8	1	-11
45	CCC(=O)c1cc2c(C)cc(=O)oc2c(C)c1O	-10	-18	-21	-1	0	-6	-56	1
46	Cc1cc(C)cc(NC(=O)C(Sc2ncnc3ccccc23)c2ccccc2)c1 (stereo not drawn)	12	-11	-7	-4	-20	-2	-6	-9
47	O=c1c2nncn2c2cccnc2n1CCNc1ncc(C(F)(F)F)cc1Cl	25	-18	4	8	0	1	-1	4
48	Cc1cc(=O)n2nc(N3CCCC3C(=O)Nc3cccc(F)c3)sc2n1 (stereo not drawn)	8	3	-6	-1	7	0	1	-2
49	O=S(=O)(c1ccccc1)N1CCc2ccccc2C1	8	7	0	12	-5	-5	0	-12
50	Cc1cc(=O)oc2cc(NC(=O)c3cccc(F)c3)ccc12	-167	-1	2	11	8	12	3	-1

2 entries from above, with one line to a screen.
49) O=S(=O)(c1ccccc1)N1CCc2ccccc2C1
50) Cc1cc(=O)oc2cc(NC(=O)c3cccc(F)c3)ccc12
Compound	49	50
SENP8 block-1	8	-167
SENP6 block	7	-1
PfGluPho inh	0	2
SENP7 block	12	11
Apaf-1 inh	-5	8
HKDC1 inh	-5	12
SENP1 inh	0	3
SENP8 block-2	-12	-1

Additional structures.
entry	SMILES	SENP8 block-1	SENP6 block	PfGluPho inh	SENP7 block	Apaf-1 inh	HKDC1 inh	SENP1 inh	SENP8 block-2
51	COc1ccc(/C=N/NC(=O)c2ccc(O)cc2)cc1CN1CCCc2ccccc21	-40	2	11	-2	0	0	-6	2
52	CNC(=O)COC(=O)c1ccc(OCC(=O)Nc2ccccc2OC)c(OC)c1	3	-9	-3	-11	7	6	3	-13
53	CC(=O)NCc1cccc(CNC(C)=O)n1	12	9	-6	7	12	-12	1	0
54	CCSc1nsc(NC(=O)Nc2cccc(C(C)=O)c2)n1	22	-8	0	-13	-4	6	1	-12
55	COc1cccc(CN(C)C(=O)c2ccc(OCC(=O)Nc3cccc(C(F)(F)F)c3)c(OC)c2)c1	14	-2	21	0	25	0	1	3
56	Cc1ccc(C)c(NC(=O)CN(C)C(=O)CCN2C(=O)c3ccccc3C2=O)c1	11	10	-10	2	0	-1	3	-1
57	c1ccc(-c2nnc(CN3CCCCC3)o2)cc1	8	-2	0	4	7	-3	0	3
58	CC(C)(C)C(=O)Cn1c(=O)n(CC2CCCO2)c(=O)c2ccccc21 (stereo not drawn)	11	-38	-1	-9	3	-12	0	-10
59	CC(=O)Cc1nsc(NC(=O)c2ccc(-c3cc(Cl)ccc3Cl)o2)n1	-205	-22	9	-1	0	4	0	7
60	Cc1ccc(C(=O)N/C(=C/c2ccc(Cl)cc2)C(=O)NCC2CCCO2)cc1 (stereo not drawn)	5	-17	-1	-16	-4	-11	1	-6
61	O=C(Nc1ccccc1[N+](=O)[O-])C1COc2ccccc2O1 (stereo not drawn)	22	37	2	17	-6	4	1	17
62	O=S(=O)(c1ccccc1C(F)(F)F)N1C=CC(C(F)(F)F)=NCC1	41*	·	9	·	·	-4	0	·
63	O=C(N1CCCC1)n1c(Cc2ccccc2)nc2ccccc21	16	4	-20	-2	1	-3	0	-1
64	CCN(CC)CCN1C(=O)C(=O)/C(=C(/O)c2ccc(OC(C)C)cc2)C1c1cccs1 (stereo not drawn)	38	-1	-7	-11	-4	-1	-4	-2
65	Cn1nnc(NC(=S)NC(=O)/C=C/c2ccco2)n1	12	-21	9	0	-9	7	11	-7
66	O=C(NCc1nnc2c3ccccc3c(-c3ccccc3)nn12)c1ccccc1Cl	12	-7	-13	4	4	-8	2	-4
67	Brc1ccc(N=C(c2ccccc2)c2ccncc2)cc1	2	-3	-8	-4	-1	6	2	-10
68	C/C(N)=C(/C#N)C(=O)CSc1n[nH]c(-c2ccccc2Br)n1	13&9	-13	-8&-10	0	0	-4&3	2&0	-8

Screening results deposited in PubChem BioAssay by Sanford-Burnham Center for Chemical Genomics.
